SMN2 splice enh: enhancers of SMN2 splice variant expression; HEK293 SMN2-luciferase splicing reporter, luminescence, 30-36 h; Potency, µM (top dose mostly 46.1 µM), inactives show top-dose activity change, positive = activation, usual class: activators; 210,000 compounds, 2.8% hits; AID 1458; note: % of control where 0% means no effect; nearly all actives have a fitted effect of over 55% in size
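HEK293 cells carry an SMN2 minigene-luciferase reporter in which exon 7 inclusion puts luciferase in frame. Cells were seeded at 2000 cells/well, attached for 10-12 hours, then exposed to compounds for 30-36 hours at 37C before ONE-Glo luminescence.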
Tau fibril ThT: blocks human tau fibril formation measured by thioflavin T | P10636 | AID 1460 | 270,000 compounds, 2.1% hits | recombinant tau K18 P301L, heparin-induced fibrillization, ThT fluorescence | Potency, µM (titrated, usually from 57.4 µM), for the others: at the top dose activity, negative = inhibition, most hits filed as inhibitors; note: % is set by controls: 0 for no effect and ±100 for the full control effect; nearly all actives have a fitted effect of over 55% in size
Target sequence (P10636 561-689 P618L limits assumed): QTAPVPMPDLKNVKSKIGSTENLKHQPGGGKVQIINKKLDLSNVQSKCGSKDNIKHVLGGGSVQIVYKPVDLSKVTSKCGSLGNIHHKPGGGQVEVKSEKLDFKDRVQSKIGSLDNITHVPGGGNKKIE
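Tau K18 P301L fragment (15 uM unlabeled plus 0.24 uM Alexa 594-labeled) in 100 mM sodium acetate pH 7 with compound, fibrillization induced by 20 uM heparin for 6 hr at 37 C. Thioflavin T (30 uM) added, fluorescence read after 1 hr (ex 450, em 510 nm).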
Tau fluor cs: counter-screen for tau fibril formation inhibitors | tau K18 P301L (four-repeat tau fragment) Alexa594 fluorescence, heparin fibrillization | Potency, µM (titrated, usually from 57.7 µM), for the others: at the top dose activity change, negative = decrease | 280,000 compounds, 0.93% hits; note: % is set by controls: 0 for no effect and ±100 for the full control effect; nearly all actives have a fitted effect of over 55% in size
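Human K18 P301L tau (15 uM unlabeled plus 0.24 uM Alexa 594-labeled, final) in 100 mM sodium acetate pH 7 was mixed with compound and 20 uM heparin and incubated 6 hr at 37 C.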
JMJD2E inh: JMJD2E (human) inhibition | AID 2147 | JMJD2E catalytic domain, FDH-coupled NADH fluorescence (FDH is formaldehyde dehydrogenase) | B2RXH2 | 230,000 compounds, 1.6% hits | Potency, µM (highest dose often 57.1 µM), inactives show at the highest dose activity change, negative = inhibition, usual class: inhibitors; active = well fitted inhibition curve with a large enough effect, not every such curve was filed as active; inconclusive = small, poorly fitted or top-dose-only effect, or another doubt; inactive = no such curve, though single readings can be large or run the other way;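 note: 0% = wells with enzyme and -100% = buffer wells without enzyme; nearly all actives have a fitted effect of over 50% in size; many of its hits are not listed in these tables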
Target sequence (B2RXH2 1-337 limits assumed): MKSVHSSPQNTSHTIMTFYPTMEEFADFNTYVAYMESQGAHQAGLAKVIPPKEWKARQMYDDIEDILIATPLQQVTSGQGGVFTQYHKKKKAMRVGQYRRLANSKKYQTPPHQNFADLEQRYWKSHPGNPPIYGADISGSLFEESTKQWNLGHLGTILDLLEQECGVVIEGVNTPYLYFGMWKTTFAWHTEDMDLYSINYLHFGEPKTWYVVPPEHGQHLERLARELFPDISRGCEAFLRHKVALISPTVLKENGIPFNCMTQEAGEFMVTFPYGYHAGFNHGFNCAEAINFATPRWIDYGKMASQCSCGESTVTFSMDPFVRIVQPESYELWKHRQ
Tau fibril FP: blocks human tau fibril formation measured by polarization; P10636; K18 P301L tau heparin fibrillization, Alexa594 FP, 6 h; Potency, µM (highest dose often 57.7 µM), for the others: at the highest dose activity, negative = inhibition, usual class: inhibitors; 280,000 compounds, 0.39% hits; note: % is set by controls: 0 for no effect and ±100 for the full control effect; nearly all actives have a fitted effect of over 55% in size
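Quantitative HTS format: compounds meet 15 uM recombinant K18 P301L tau and Alexa 594-tau tracer in 100 mM sodium acetate pH 7; 20 uM heparin triggers fibrillization at 37 C over 6 hr; FP gives the signal.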
HttQ103 aggreg: reduces HttQ103-GFP aggregates in PC12 cells. Potency, µM (doses to about 46.1 µM), inactives show at the top dose activity change, negative = inhibition, most hits filed as inhibitors. 220,000 compounds, 1.1% hits. PC12 HttQ103-GFP aggregates, Acumen cytometry, 40 h. AID 1688; note: % is set by controls: 0 for no effect and ±100 for the full control effect; nearly all actives have a fitted effect of over 60% in size
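Ecdysone-promoter PC12 model expressing HTT exon 1 Q103 fused to GFP, induced by tebufenozide at 100 nM final. Compounds titrated; aggregates sized 1–25 µm scored on a 488 nm laser cytometer.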
HTT cytoprotect: Huntington cell model cytoprotection by ATP luminescence | PC12 HTT-Q103 induced, cytoprotection, ATP luminescence, 40 h | Potency, µM (highest dose often 56.4 µM), for the others: cytoprotection (ATP increase), most hits filed as activators | 230,000 compounds, 0.14% hits | AID 1471;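 note: % of control where 0% means no effect; nearly all actives have a fitted effect of over 45% in size; toxic huntingtin expression switched on by the ecdysone agonist tebufenozide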
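Quantitative HTS on tebufenozide-induced (100 nM) PC12 cells expressing HTTQ103 exon 1–GFP; compounds tested as a concentration series; survival measured via cellular ATP.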
ALDH1A1 inh: ALDH1A1 (human) enzyme inhibition | Potency, µM (titrated, usually from 75.3 µM), without a hit: at the highest dose activity, negative = inhibition, actives largely listed as inhibitors | Purified ALDH1A1, NADH fluorescence, propionaldehyde substrate | 220,000 compounds, 7.3% hits; active = well fitted inhibition curve with a large enough effect, not every such curve was filed as active; inconclusive = small, poorly fitted or top-dose-only effect, or another doubt; inactive = no such curve, though single readings can be large or run the other way;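 note: plate controls were no enzyme wells and a reference inhibitor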
Target sequence (P00352 whole entry, looked up): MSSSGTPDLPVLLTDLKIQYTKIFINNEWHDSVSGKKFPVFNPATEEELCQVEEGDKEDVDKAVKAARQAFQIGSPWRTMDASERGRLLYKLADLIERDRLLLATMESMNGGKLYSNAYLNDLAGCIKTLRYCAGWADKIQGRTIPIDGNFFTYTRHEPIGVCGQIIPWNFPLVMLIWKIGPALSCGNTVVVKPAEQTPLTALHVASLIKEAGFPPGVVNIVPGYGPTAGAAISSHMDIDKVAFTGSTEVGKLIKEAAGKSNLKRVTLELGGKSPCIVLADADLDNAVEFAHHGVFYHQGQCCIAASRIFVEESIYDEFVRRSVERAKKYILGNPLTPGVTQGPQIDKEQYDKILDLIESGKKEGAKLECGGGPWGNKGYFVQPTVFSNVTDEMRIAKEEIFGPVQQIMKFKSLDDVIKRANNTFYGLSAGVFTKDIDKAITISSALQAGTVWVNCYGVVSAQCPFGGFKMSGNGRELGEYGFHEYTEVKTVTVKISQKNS
* marks the source's active call; other numbers are inactive results; ? = inconclusive; / = no result given; & = joins results of further samples; [ ] = remark or other dose. Unless noted, calls come from the whole dose curve; as a rule, active = well fitted curve in the direction sought with a large enough effect; inconclusive = small, poorly fitted or top-dose-only effect, or another doubt; inactive = no such curve, though single readings can be large; an effect the other way counts as inactive or inconclusive. Potency is the fitted concentration of half-maximal effect. These rows are one share of the data. The share of hits here may be higher or lower than overall.

SMILES,SMN2 splice enh,Tau fibril ThT,Tau fluor cs,JMJD2E inh,Tau fibril FP,HttQ103 aggreg,HTT cytoprotect,ALDH1A1 inh
COc1cc(/C=N/NC(=O)c2cncc(Br)c2)cc([N+](=O)[O-])c1O,/,13µM*,-26%,7.9µM*,1%,-10%[9.22 µM],22%[10 µM],/
COC(=O)CNC(=O)C1(C)C=CCN1C(=O)c1ccccc1 (stereo not given),11µM*,-8%&-2%,-14%&-4%,-8%&-4%,-5%&5%,-9%,-5%,9%
Cc1noc(C)c1COc1cccc(C(=O)Nc2ccc(C#N)cc2)c1,-16%,1%,-20%,-5%,-9%,2%,-31%,11%
COc1ccc(N(CC(=O)N2CCc3ccccc32)S(=O)(=O)c2c(C)noc2C)cc1,6%,-18%,-21%,3%,-4%,-15%,-12%,-7%
O=C(O)CCn1nnc2ccccc21,/,-9%,-9%,9%,3%,12%[9.22 µM],15%[10 µM],-1%
N#Cc1cccc(Nc2c3c(nc4ccccc24)CCCC3)c1,-40%[inhibitor],-8%,-18%,-13%,-3%,6%,9%,3%
Cc1cccc(COc2ccc(/C(O)=C3\C(=O)C(=O)N(CCN(C)C)C3c3ccncc3)cc2)c1 (stereo not given),7%,-4%,-1%,-6%,-8%,1%,9%,-5%
CC(=O)Oc1ccc2oc(/C=C/N(C)C)c([N+](=O)[O-])c2c1,0%,28µM*,-16%,-5%,10%,-3%[9.22 µM],-9%,10%
CCOc1ccccc1NC(=S)N1CCC(c2nc3ccccc3o2)CC1,-9%,-10%,-10%,2%,-13%,-4%,-3%[10 µM],-2%
COc1ccccc1OCC(=O)Nc1cc(-c2ccc(C)cc2)no1,?,?,-16%,/,-14%,/,/,/

Reprinted at random: 2 compounds from above
SMILES,SMN2 splice enh,Tau fibril ThT,Tau fluor cs,JMJD2E inh,Tau fibril FP,HttQ103 aggreg,HTT cytoprotect,ALDH1A1 inh
Cc1cccc(COc2ccc(/C(O)=C3\C(=O)C(=O)N(CCN(C)C)C3c3ccncc3)cc2)c1 (stereo not given),7%,-4%,-1%,-6%,-8%,1%,9%,-5%
COc1cc(/C=N/NC(=O)c2cncc(Br)c2)cc([N+](=O)[O-])c1O,/,13µM*,-26%,7.9µM*,1%,-10%[9.22 µM],22%[10 µM],/

Next section:
SMILES,SMN2 splice enh,Tau fibril ThT,Tau fluor cs,JMJD2E inh,Tau fibril FP,HttQ103 aggreg,HTT cytoprotect,ALDH1A1 inh
CN1CCc2c(sc3c2C(=O)NC(/C=C\c2ccccc2)N3)C1 (stereo not given),/,18µM*,-18%,?,-15%,-9%[9.22 µM],5%[10 µM],/
CC(=O)C1=NN(c2ccccc2)C(c2cccs2)N1c1ccc(N(C)C)cc1 (stereo not given),-60%[inhibitor],?,?,?,-8%,?,-16%,?
CCc1ccccc1NNC(=O)CCc1ccccc1,/,2%,0%,-21%,1%,-11%[9.22 µM],-1%[10 µM],-2%
O=C(CSCc1ccc(Cl)cc1)N1CCOCC1,15%,0%,7%,5%,-1%,-12%,7%[10 µM],8%
Cn1c(=O)c2c(nc(SCC(=O)NCC3CCCO3)n2Cc2ccc(F)cc2)n(C)c1=O (stereo not given),/,-8%,-10%,1%,5%[2.34 µM],-5%[9.22 µM],4%[10 µM],-8%
COc1ccc(C(C(=O)NC2CCCC2)N(CCN(C)C)C(=O)c2snc(C(N)=O)c2N)cc1 (stereo not given),15%,-7%,6%,?,3%,-12%,7%[10 µM],?
CCOC(=O)c1oc2ccccc2c1NC(=O)Cc1cccs1,/,?,-22%,?,-14%,-6%,-61%[inhibitor],?
CC1/C(=N/O)C(CN(C)C)C2CC1C2(C)C (stereo not given),7%,5%,4%,-10%,-8%,0%,13%,?
CCOC(=O)Cc1csc(NC(=O)Nc2cccc(Cl)c2)n1,-40%[inhibitor],1%,?,19%,?,-5%,11%[10 µM],11%
CO/N=C(/C)CCS(=O)(=O)c1ccccc1,8%,-2%,9%,-5%,?,9%,7%[10 µM],2%

SMILES,SMN2 splice enh,Tau fibril ThT,Tau fluor cs,JMJD2E inh,Tau fibril FP,HttQ103 aggreg,HTT cytoprotect,ALDH1A1 inh
C=CCn1c(-c2csc(-c3ccc(OC)c(OC)c3)n2)n[nH]c1=S,-6%,-13%,1%,-26%,-12%,16%,-2%[10 µM],-2%
Cc1nc(-c2ccccc2)sc1-c1nc(-c2cccs2)ncc1S(=O)(=O)c1ccccc1,-26%,-9%,-6%,2%,-7%,22%,-16%,9%
CCN1C(=O)CSc2ccc(C(=O)NCc3ccco3)cc21,8%,-19%,-8%,10%,-2%,20%,-11%[0.074 µM],13µM*
O=S(=O)(c1ccc(NC2CCCc3ccccc32)nc1)N1CCOCC1 (stereo not given),-3%,-5%,-5%,?,?,1%[9.22 µM],-6%,-1%
COc1ccc(NC(=O)c2sc(SC)nc2N)cc1,13µM*,?,-19%,-5%,-3%,/,-26%[10 µM],-4%
COc1ccc(-c2csc(NC(=O)CCCc3cccs3)n2)cc1,-9%,-12%,-3%,2%,-4%,-22%,3%[10 µM],-6%
CCn1ncc2c1C(=O)NC1c3ccccc3C(=O)N21 (stereo not given),/,-6%,1%,-8%,-6%,-8%,-25%[0.074 µM],8%
COC(=O)c1ccc(C(=O)OC)c(NC(=O)C2CC2)c1,-9%,-7%,-2%,?,4%,3%,7%[10 µM],?
COc1ccc(-c2ocnc2C(=O)N2CCN(Cc3cccnc3)CC2)cc1,/,-5%,-11%,?,1%,-12%[9.22 µM],2%[10 µM],-11%
COc1ccccc1NC(=O)CN1CCN(C2c3ccccc3-c3ccccc32)CC1,?,-6%,-1%,3%,-7%,?,-77%[inhibitor],-11%

SMILES,SMN2 splice enh,Tau fibril ThT,Tau fluor cs,JMJD2E inh,Tau fibril FP,HttQ103 aggreg,HTT cytoprotect,ALDH1A1 inh
CC(=O)Nc1ccc(NC(=O)CCCN2C(=O)c3ccccc3C2=O)cc1,13%,9%,-1%,-11%,4%,-20%,-26%,-7%
O=C(NCCCN1CCCC1=O)NC12CC3CC(CC(C3)C1)C2,-11%,-3%,2%,2%,2%,-1%,-10%[0.074 µM],-2%
Cc1cc(C(=O)N/N=C/c2ccc(O)c(O)c2O)c(C)n1-c1ccccc1,-38%[inhibitor],3%,-3%,2%,8%,9%,-9%[10 µM],-2%
O=C(/C=C/c1cccc(F)c1)Nc1ccc(S(=O)(=O)Nc2ncccn2)cc1,/,-7%,-21%,-4%,-8%,21%[9.22 µM],13%[10 µM],-5%
CCOC(=O)Cn1cc(/C=N/NC(=O)CC#N)c2ccccc21,/,-16%,0%,-1%,-8%,-2%[9.22 µM],-4%[10 µM],2%
C/C(CC(=O)Nc1ccc(N(C)C)cc1)=N\NC(=O)c1ccc([N+](=O)[O-])cc1Cl,9%,?,?,-3%,-12%,-11%[9.22 µM],-7%[10 µM],?
Cc1c(Cl)c([N+](=O)[O-])nn1CC(=O)Nc1c(C)n(C)n(-c2ccccc2)c1=O,-14%,1%,3%,8%,5%,-4%,5%,1%
COC(=O)C1(C)NC(c2ccco2)C2C(=O)N(c3ccc(C)cc3)C(=O)C21 (stereo not given),?,-2%,-1%,6%,-1%,-12%,-21%[10 µM],0%
O=C(O)CCN1C(=O)C2C3c4ccccc4C(c4ccccc43)[C@@H]2C1=O (stereo not given in full),/,-12%,-8%,-7%,-4%,-1%[9.22 µM],0%[10 µM],/
CNc1nc(Nc2ccccc2)nc(OCC(F)(F)F)n1,-4%,9%,6%,6%,-3%,9%,-3%[10 µM],4%

SMILES,SMN2 splice enh,Tau fibril ThT,Tau fluor cs,JMJD2E inh,Tau fibril FP,HttQ103 aggreg,HTT cytoprotect,ALDH1A1 inh
Cc1cc(S(=O)(=O)N2CCN(c3ncccn3)CC2)ccc1-n1cnnn1,-16%,3%,4%,2%,8%,16%,20%[10 µM],8%
CCCCc1cc(=O)oc2cc(C)cc(OC(C)C(=O)O)c12 (stereo not given),22%,-11%,4%,?,9%,0%,3%[0.074 µM],?
Cc1ccc(-c2nnnn2-c2ccc(C)cc2)cc1,8%,-7%,-10%,-7%,-4%,-16%,-51%[inhibitor],-8%
O=C(c1cccc(S(=O)(=O)Nc2ccccc2Cl)c1)N1CCN(C(=O)c2ccco2)CC1,1%,0%,8%,2%,1%,-5%,-36%[inhibitor],?
Cc1c(Cl)cccc1NC(=O)CCCCCN1C(=O)CCC1=O,3%,-2%,-2%,-4%,-5%,-17%,4%[0.074 µM],8%
N#CC12COC3(CCCCC3C1(C#N)C#N)OC2=N (stereo not given),/,14µM*,-22%,?,?,-1%[9.22 µM],23%[10 µM],/
COc1cccc(Cl)c1NC(=O)N1CCN(c2ccnc3cc(Cl)ccc23)CC1,/,/,-23%,?,0%,25%[9.22 µM],15%[10 µM],/
CC(=O)Nc1cccc(OCC(=O)Nc2ccccc2)c1,22µM*,9%,9%,5%,6%,3%,2%,-5%
CCS(=O)(=O)N1CCN(c2ccc(C(=O)NC3C4CC5CC(C4)CC3C5)cc2[N+](=O)[O-])CC1 (stereo not given),-43%[inhibitor],?,-5%,-6%,9%,?,-6%[10 µM],7.1µM*
O=C(COC(=O)CNC(=O)c1ccccc1)Nc1ccc(S(=O)(=O)N2CCCC2)cc1,7%,0%,-6%,0%,-5%,4%,-8%,?

SMILES,SMN2 splice enh,Tau fibril ThT,Tau fluor cs,JMJD2E inh,Tau fibril FP,HttQ103 aggreg,HTT cytoprotect,ALDH1A1 inh
CC1CC(C)CN(CCCNC(=O)Cc2c(C(=O)O)[nH]c3ccccc23)C1 (stereo not given),1%,-1%,-7%,?,-11%,2%,-2%,?
COc1cccc(/C=N/NC(=O)C(=O)N2CCCC2)c1O,-48%[inhibitor],2%,0%,0%,-4%,12%,13%,1%
CNc1nc(N)c([N+](=O)[O-])c(NCCO)n1,12%,-5%,-2%,12%,10%,-8%,?,-2%
Cc1c(C(=O)OCC(=O)Nc2ccc(C(N)=O)cc2)cccc1[N+](=O)[O-],-7%,-14%,0%,3%,-5%,6%,-49%[inhibitor],?
CCNC(=O)COC(=O)c1cc(=O)[nH]c2ccccc12,-4%,0%,2%,?,5%,25%,-11%,-5%

Screening data deposited in PubChem by National Center for Advancing Translational Sciences (NCATS).
